# Screening data as filed in PubChem BioAssay.
# PAFAH2 FP inh: PAFAH2 enzyme inhibitors, primary screen, biochemical, fluorescence polarization, human. Platelet-activating factor acetylhydrolase 2, cytoplasmic (Homo sapiens), Q99487. recombinant PAFAH2, FP-rhodamine activity probe. inhibition, % at 3.39 µM. 340,000 compounds, 0.99% hits. AID 492956, 2010;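 active = inhibition above the mean over all tested compounds plus 3 SD, cut at about 30% in these data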;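 also: inhibitors block probe labeling of enzyme so polarization drops; 0% = enzyme with DMSO and 100% = wells lacking PAFAH2 protein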
# PAD4 FP inh: human PAD4 inhibitors, primary screen, biochemical, fluorescence polarization, 1536-well format; inhibition, % at 6.36 µM; AID 485272, 2010; 330,000 compounds, 0.41% hits; Protein-arginine deiminase type-4 (Homo sapiens), Q9UM07; recombinant PAD4, RCA probe fluorescence polarization;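 active = percent inhibition above a cutoff equal to the mean of all tested compounds plus 3 SD, cut at about 15% in these data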;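 also: 0% = PAD4 with RCA probe and DMSO and 100% = probe without PAD4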
# pPAFAH inh: pPAFAH enzyme inhibitors, primary screen, biochemical, fluorescence polarization, human; recombinant pPAFAH, FP-rhodamine probe fluorescence polarization; Platelet-activating factor acetylhydrolase (Homo sapiens), Q13093; inhibition, % at 3.39 µM; 330,000 compounds, 1.5% hits;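 active = inhibition above the mean inhibition across the screen plus 3 SD, cut at about 25% in these data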;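 also: inhibitors block binding of the rhodamine activity-based probe so polarization drops; 0% = enzyme with DMSO and 100% = wells lacking pPAFAH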
# GSTO1 counter: inhibitors of recombinant GSTO1, primary screen, counter-screen for RBBP9 inhibitor project, biochemical, fluorescence polarization; inhibition, % at 5.96 µM; AID 1974, 2009; Glutathione S-transferase omega-1 (Homo sapiens), P78417; activity-based probe fluorescence polarization; 300,000 compounds, 1.1% hits;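 active = inhibition above the campaign mean inhibition plus 3 SD, cut at about 35% in these data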;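 also: 0% = GSTO1-1 with DMSO and 100% = wells lacking GSTO1-1 enzyme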
# LYPLA1 counter: LYPLA1 inhibitors, primary screen, counter-screen for PME1 inhibitor project, biochemical, fluorescence polarization, FP-Rh probe ABPP. Acyl-protein thioesterase 1 (Homo sapiens), O75608. recombinant LYPLA1. inhibition, % at 5.9 µM. 320,000 compounds, 0.16% hits;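 active = inhibition above the mean of all tested compounds plus 3 SD, set per campaign, cut at about 14% in these data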;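 also: inhibitors block serine hydrolase probe labeling of LYPLA1 so polarization falls; 0% = enzyme with DMSO and 100% = wells lacking LYPLA1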
# Target sequence (O75608 whole entry, looked up): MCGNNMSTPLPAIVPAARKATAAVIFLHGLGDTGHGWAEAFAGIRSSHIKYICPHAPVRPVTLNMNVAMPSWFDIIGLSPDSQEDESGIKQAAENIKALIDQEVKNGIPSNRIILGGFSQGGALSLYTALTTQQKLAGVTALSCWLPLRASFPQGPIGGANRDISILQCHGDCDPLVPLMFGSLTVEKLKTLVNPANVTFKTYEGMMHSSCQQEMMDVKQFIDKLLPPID
# PAFAH1B3 FP inh: PAFAH1B3 enzyme inhibitors, primary screen, biochemical, fluorescence polarization, human | Platelet-activating factor acetylhydrolase IB subunit alpha1 (Homo sapiens), Q15102 | recombinant PAFAH1B3, FP-rhodamine probe | inhibition, % at 3.39 µM | 340,000 compounds, 0.28% hits | AID 492972, 2010;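 active = inhibition above the screen-wide average of all tested compounds plus 3 SD, cut at about 25% in these data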;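 also: 0% = enzyme with DMSO only and 100% = wells lacking PAFAH1B3 protein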
# Target sequence (Q15102 whole entry, looked up): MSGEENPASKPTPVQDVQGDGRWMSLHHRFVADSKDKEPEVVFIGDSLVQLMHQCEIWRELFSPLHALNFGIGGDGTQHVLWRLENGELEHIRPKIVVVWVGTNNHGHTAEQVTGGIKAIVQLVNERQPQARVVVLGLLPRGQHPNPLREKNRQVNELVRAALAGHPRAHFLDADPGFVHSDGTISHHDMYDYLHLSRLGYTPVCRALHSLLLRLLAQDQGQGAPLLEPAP
# PAFAH1B2 FP inh: PAFAH1B2 enzyme inhibitors, primary screen, biochemical, fluorescence polarization, human; recombinant PAFAH1B2, FP-rhodamine activity probe; inhibition, % at 3.39 µM; 340,000 compounds, 1.2% hits; AID 492953, 2010;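 active = inhibition above the mean of all tested compounds plus 3 SD, cut at about 24% in these data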;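 also: 0% = enzyme with DMSO and 100% = wells lacking PAFAH1B2; many of its hits are not listed in these tables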
# Target sequence (P68402 whole entry, looked up): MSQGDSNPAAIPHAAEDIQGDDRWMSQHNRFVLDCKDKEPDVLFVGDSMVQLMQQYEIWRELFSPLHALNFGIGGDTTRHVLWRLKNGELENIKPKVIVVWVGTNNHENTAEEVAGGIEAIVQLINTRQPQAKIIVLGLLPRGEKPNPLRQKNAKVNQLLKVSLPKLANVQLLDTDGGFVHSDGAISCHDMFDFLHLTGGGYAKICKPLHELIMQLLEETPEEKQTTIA
# PME-1 inh: PME-1 inhibitors via competitive probe labeling, primary screen, biochemical, fluorescence polarization, FP-Rh probe, HTS | Protein phosphatase methylesterase 1 (Homo sapiens), Q9Y570 | recombinant PME-1 | inhibition, % at 5.9 µM | 320,000 compounds, 0.53% hits;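 active = inhibition above the campaign mean of all compounds plus 3 SD, cut at about 26% in these data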;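 also: competitive labeling of PME-1 active site by serine hydrolase directed probe; 0% = PME-1 with DMSO and 100% = wells lacking PME-1 enzyme; inhibitors block probe labeling so polarization falls and inhibition rises; many of its hits are not listed in these tables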
# Target sequence (Q9Y570 whole entry, looked up): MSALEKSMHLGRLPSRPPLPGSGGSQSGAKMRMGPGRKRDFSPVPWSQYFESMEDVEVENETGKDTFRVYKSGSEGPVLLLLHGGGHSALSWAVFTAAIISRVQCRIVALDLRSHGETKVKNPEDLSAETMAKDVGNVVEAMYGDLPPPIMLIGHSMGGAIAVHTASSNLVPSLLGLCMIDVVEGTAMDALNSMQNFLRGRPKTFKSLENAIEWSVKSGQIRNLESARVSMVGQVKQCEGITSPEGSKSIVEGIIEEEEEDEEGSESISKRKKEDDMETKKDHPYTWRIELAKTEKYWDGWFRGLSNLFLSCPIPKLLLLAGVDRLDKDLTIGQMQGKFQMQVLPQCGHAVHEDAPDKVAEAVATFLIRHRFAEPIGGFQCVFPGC
# Fam108B counter: mouse Fam108B serine hydrolase inhibitors, primary screen, counter-screen for RBBP9 inhibitor project, biochemical, fluorescence polarization. recombinant Fam108B, FP-Rh probe fluorescence polarization. inhibition, % at 9.51 µM. 300,000 compounds, 0.33% hits. AID 1947, 2009;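 active = inhibition above the screen mean inhibition plus 3 SD, computed separately per campaign, cut at about 18% in these data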;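 also: inhibitors lower polarization as less probe binds the enzyme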
# * hit, by the source's call; x = not tested or not shown.
SMILES,PAFAH2 FP inh,PAD4 FP inh,pPAFAH inh,GSTO1 counter,LYPLA1 counter,PAFAH1B3 FP inh,PAFAH1B2 FP inh,PME-1 inh,Fam108B counter
CCOC(=O)Cn1c(-c2ccccn2)nc2ccccc21,7,0,3,2,-2,0,6,6,2
COCCn1c(SCC(=O)NCc2ccc(OC)c(OC)c2)nc2ccccc21,0,-3,4,3,-3,-1,-1,-2,3
CCSc1nnc(NC(=O)C2CCCCC2)s1,0,4,-4,-5,3,4,7,-5,4
CCOc1ccccc1NC(=O)CCc1nnc2ccc(N3CCC(C)CC3)nn12,10,-2,-3,2,2,-1,2,-5,-1
Cc1nc2sc(C(c3ccccc3)N3CC(C)OC(C)C3)c(O)n2n1 (centres undefined),5,4,2,6,0,6,-2,0,2
Cc1ccc(C(=O)OCC(=O)N2CC(C)CC(C)C2)cc1S(=O)(=O)N1CCOCC1 (centres undefined),-2,-1,-2,2,-1,1,1,1,-6
Cc1c2cnn(-c3ccccc3)c(=O)c2c(C)n1CCCC(=O)N1CCN(C2CCCCC2)CC1,3,-3,10,2,3,5,3,7,-1
Fc1ccccc1NC(=S)NN(Cc1ccccc1)c1ccccc1,3,4,0,8,0,0,4,2,-2
Cc1cc[n+](CC(=O)c2ccc(NC(=O)c3ccccc3)cc2)cc1,-1,-5,2,-1,1,9,1,-3,-1
COCCn1c(=O)[nH]c(=O)c2cc(C(=O)c3cc(OC)ccc3O)cnc21,-2,-6,-2,0,1,5,3,7,-3
COc1ccc(CN=C2NC(=O)CC(C(=O)Nc3ccc(F)cc3)S2)cc1 (centres undefined),-8,-2,3,-3,-1,3,6,1,-3
CC1CCC/C(=C\Nc2ccc(C(=O)O)cc2)C1=O (centres undefined),3,2,2,10,2,2,4,-1,-1
COC(=O)c1cc(NC(=O)c2c(C)noc2C)ccc1N1CCOCC1,7,-2,3,2,-4,5,0,3,1
COc1cc(NC(=O)CN2C(=O)c3ccccc3C2=O)c(C(=O)O)cc1OC,1,-1,3,1,-2,2,-6,4,0
C[C@H]1C=C(C(=O)NCc2nc3ccccc3[nH]2)O[C@@H](OCc2ccc(CO)cc2)C1,3,-1,-5,5,-2,-9,5,-3,-5
CCSc1cc(C2C(C#N)=C(N)OC(C)=C2C(=O)OC)c(C)o1 (centres undefined),-3,-2,1,4,0,1,4,-4,2
O=C(CP(=O)(c1ccccc1)c1ccccc1)N/N=C/c1cc(Br)cc(Br)c1O,2,1,7,-6,4,15,0,3,8
O=S(=O)(Nc1nc2ccccc2nc1N1CCc2ccccc2C1)c1ccc(Cl)cc1,8,-3,13,-4,-5,3,2,3,2
Cc1ccc(C(=O)NC2CCN(CC(=O)NC3CCC(C)CC3)CC2)cc1 (centres undefined),4,-3,1,7,2,5,5,4,-4
Cc1nn(C)cc1S(=O)(=O)N1CCN(c2ccc(F)cc2)CC1,-1,-3,1,2,2,-1,0,1,5
CCC1CCCCN1CCCNC(=O)CNC(=O)Cn1ccc2ccccc2c1=O (centres undefined),-14,4,1,1,-4,6,-5,-4,-6
Cc1ccccc1NC(=O)COC(=O)CCc1ccccc1,20,-2,12,-1,-3,5,2,-2,5
O=C(Cn1c(=O)[nH]n(-c2ccccc2)c1=O)N1CCCc2ccccc21,-4,1,2,2,2,1,9,0,-4
CC(C)(C)c1ccc(C(=O)c2c[nH]c(C(=O)NCc3cccnc3)c2)cc1,1,-2,7,-10,-2,4,5,-4,1
O=C(Nc1ccccc1)c1ccc(OC(=O)c2cc3ccccc3o2)cc1,-12,0,0,3,-2,1,2,-5,2
CCSc1nnc(NC(NC(=O)c2ccco2)(C(F)(F)F)C(F)(F)F)s1,0,-2,-1,6,2,2,2,-2,-1
COc1ccc(C(=O)C2CCCN(C(=O)c3cccnc3SC)C2)c(C)c1 (centres undefined),-3,0,-8,11,-3,3,-1,4,3
Cc1ccccc1Cn1nnc(-c2ccc(C(=O)O)cc2)n1,12,1,1,-5,0,8,8,0,-2
CN1CCN(c2nc(C(N)=O)cc(-c3ccccc3)n2)CC1,5,4,4,2,1,11,-4,4,0
CC1(C)Cc2c(C#N)c(NCC3CCCO3)nc(-c3ccco3)c2CO1 (centres undefined),9,-3,-1,1,-6,0,-2,-3,5
COc1ccc(-n2c(CNC(=O)COc3ccccc3)n[nH]c2=S)cc1,3,-5,1,4,-4,3,8,0,-3
Clc1cccc(-c2noc3ncnc(Nc4ccc5c(c4)OCO5)c23)c1,-5,0,6,6,-2,1,2,3,0
COc1ccc(C(=O)N/N=C/C(Br)=C/c2ccccc2)cc1,0,-2,5,8,-9,-1,-2,1,-3
O=C1c2ccccc2NC(c2cccc(O)c2)N1O (centres undefined),-3,2,10,10,0,8,-2,0,2
O=C1CCCC2=C1C(c1ccc(Br)cc1)c1c([nH]c(=S)[nH]c1=O)N2 (centres undefined),-6,-9,2,-2,-4,-4,-1,4,3
Cc1cc(C)c(NC(=O)CNC(=O)COC(=O)CN2C(=O)NC3(CCCC3)C2=O)c(C)c1,3,-7,-9,4,1,2,3,-10,-7
CN(C)S(=O)(=O)c1cccc(C(=O)NCCNC(=O)c2cccc(S(=O)(=O)N(C)C)c2)c1,4,3,-3,-3,1,4,5,2,-4
O=C(NCCNc1ccc([N+](=O)[O-])cc1)c1cccc(Br)c1,-4,-3,4,0,-1,9,3,5,0
O=C(COc1ccccc1Cl)Nc1ccccc1C(=O)Nc1cccc(C(=O)O)c1,17,-7,-1,0,-1,3,-2,-5,1
CN(C)Cc1ccccc1C1(O)c2ccccc2CSc2ccccc21 (centres undefined),2,-4,5,3,-2,0,-2,-4,-6
CN1CCN(S(=O)(=O)c2ccc(NC(=S)NC(=O)C(C)(C)C)cc2)CC1,3,-2,0,-1,2,8,8,-2,2
COc1ccc(OC)c(C2C3=C(COC3=O)Nc3cc4c(cc32)OCO4)c1 (centres undefined),6,0,3,9,0,0,0,-5,6
CCOC(=O)c1noc(C)c1C(=O)Nc1nccs1,-3,0,3,1,-3,10,3,4,4
O=C(Nc1c2c(nc3ccccc13)CCCC2)c1ccccc1Br,-1,-3,-4,1,-1,10,1,6,-1
COc1ccc(-n2c(Cc3ccccc3)nnc2SCC(=O)N2CCCc3ccccc32)cc1,-2,-1,5,0,1,5,2,1,0
CN(C)CCN1C(=O)C(=O)/C(=C(/O)c2ccc(S(=O)(=O)N3CCOCC3)cc2)C1c1ccccc1 (centres undefined),0,-7,4,1,-1,4,2,-3,-4
CCn1nc(C)c(/C=N/NC(=O)c2nc3nc(C)cc(C)n3n2)c1C,5,3,1,4,-4,5,4,-2,3
COc1ccccc1NS(=O)(=O)c1ccc(C(N)=O)cc1,-4,2,-3,2,0,1,3,8,2
COc1ccc(CCNC(=O)CC2Oc3ccc(Cl)cc3NC2=O)cc1OC (centres undefined),-3,0,-6,1,-4,4,9,-3,-5
COc1ccc(/C=N/NC(=O)C(Cc2c[nH]c3ccccc23)NC(=O)OCC(C)C)cc1[N+](=O)[O-] (centres undefined),-10,-5,3,-10,-1,-4,2,-5,3
S=C(c1ccc2c(c1)OCO2)N1CCCCC1,-11,-4,0,0,4,2,7,-2,3
CCOC(=O)c1sc(C)c(C(N)=O)c1NC1=NCCCCC1,6,-1,-1,-3,-1,5,2,-1,-5
CCc1cc2c(-n3nc(C)cc3C)ncnc2s1,5,1,1,-2,1,10,-4,4,2
C#CCN(CC=C)C(=O)c1ccc(OC2CCN(S(=O)(=O)N(C)C)CC2)cc1,0,-5,2,-1,3,1,-1,8,3
COc1ccc(N2C(=O)C(Cl)=C(N3CCOCC3)C2=O)cc1,6,4,-10,-2,-3,11,1,-6,-7
COCCn1c(SCC(=O)N2CCC(C)CC2)nc2ccccc2c1=O,8,3,1,4,1,7,4,-1,0
Cc1ccc(S(=O)(=O)NCCC(=O)NCc2ccc(Cl)cc2)cc1C,1,-1,4,x,-3,6,13,0,x
NS(=O)(=O)c1cccc(NC(=O)CN2CCN(S(=O)(=O)c3ccc4c(c3)OCCO4)CC2)c1,1,1,0,x,x,13,6,x,x
CCNC(=O)CC1C(=O)N(CC)C(=S)N1NC(=O)c1ccc(Cl)cc1 (centres undefined),-8,1,2,-1,8,7,3,-2,0
c1ccc(Cn2nnnc2C(c2ccccc2)N2CCN(c3nc4ccccc4s3)CC2)cc1 (centres undefined),-11,-4,2,1,3,8,-2,-1,-3
# Further records follow:
SMILES,PAFAH2 FP inh,PAD4 FP inh,pPAFAH inh,GSTO1 counter,LYPLA1 counter,PAFAH1B3 FP inh,PAFAH1B2 FP inh,PME-1 inh,Fam108B counter
COc1ccccc1CNC(=O)[C@H](C)NC(=O)C1CCN(C(=O)[C@@H]2CCCN2C(=O)OC(C)(C)C)CC1,-2,1,8,-7,2,7,0,4,-2
O=S(=O)(Nc1nc2ccccc2nc1NCc1ccco1)c1ccc(Cl)cc1,10,-2,20,1,-2,9,12,8,3
Cc1ccc(S(=O)(=O)N(C)c2ccc(C(=O)NCC(c3ccco3)N(C)C)cc2)cc1 (centres undefined),0,-4,-1,x,-1,4,7,-7,x
CC(C)=C1C2C=CC1C(C(=O)Nc1cc(C)ccc1C)C2C(=O)O (centres undefined),-4,-4,2,-2,4,3,5,-4,0
Cn1cc(S(=O)(=O)NC2CCCCC2)c(=O)n(C)c1=O,-2,-1,-1,-7,-3,4,1,6,1
CCCCCCOC(=O)C(C#N)c1nc2ccccc2nc1N1CCN(CC)CC1 (centres undefined),-1,-4,11,4,-5,0,3,-4,5
O=C(Nc1ccccc1-c1nnn(CC(=O)N2CCOCC2)n1)c1ccc(F)cc1,3,6,5,3,-6,6,-2,-2,1
Cc1nnc(SCC(=O)Nc2cccnc2Cl)s1,1,1,5,0,1,8,0,0,-1
CCN(CC)S(=O)(=O)c1ccc2c(c1)oc(=O)n2CC(=O)NC1CCCCC1,-5,-4,1,-1,-2,2,10,-6,-1
C[C@@H]1CCCCCCCCC(=O)OCCN(C(=O)OC(C)(C)C)[C@H](C)CCCCCCCCC(=O)OCCN1C(=O)OC(C)(C)C,4,2,1,x,x,7,5,x,x
CCCC(=O)NCc1ccccc1Cl,-1,4,5,14,2,6,2,1,1
CN(C)C(=O)c1cc(C(=O)c2ccc(C(F)(F)F)cc2F)c[nH]1,-2,-2,6,-2,-1,1,-8,-3,0
Cc1cccc(C(=O)NNC(=O)C2CC2)c1,8,0,6,-4,2,-6,-1,1,4

# Reprinted at random: two records from the list, in no set order.
SMILES,PAFAH2 FP inh,PAD4 FP inh,pPAFAH inh,GSTO1 counter,LYPLA1 counter,PAFAH1B3 FP inh,PAFAH1B2 FP inh,PME-1 inh,Fam108B counter
Cc1cccc(C(=O)NNC(=O)C2CC2)c1,8,0,6,-4,2,-6,-1,1,4
COc1ccccc1CNC(=O)[C@H](C)NC(=O)C1CCN(C(=O)[C@@H]2CCCN2C(=O)OC(C)(C)C)CC1,-2,1,8,-7,2,7,0,4,-2

# These rows are one share of the data; rates above refer to the full screens.
